FN deposition inh = fibronectin deposition inhibition; hit rate 0.086% among 350,000; AH1F fibroblasts, Alexa488-fibronectin deposition fluorescence, overnight; inhibition, % at 12.6 µM;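 active = mean inhibition across replicates of 30% or more, regardless of how many single replicates reach that level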;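 also: positive control wells lacked labelled fibronectin entirely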
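Material – AH1F fibroblast monolayer, labelled fibronectin deposition · Reagent – labelled fibronectin 24 nM · Timing – 1 h adhesion, overnight exposure · Measured by – fluorescence at 485 nm excitation, 525 nm emission · Read-out – inhibition of fibronectin deposition signal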
GSIS activator = GLuc luminescence reporter in INS-1E cells, primary screen for activators of glucose-dependent secretion of insulin | INS-1E GLuc reporter insulin secretion, 2-3 h | activation, % at 16.6 µM | hit rate 0.61% among 370,000;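 active = lowest replicate activation of at least 40%, so every replicate reaches that level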;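 also: 0% = median of neutral control wells and 100% = median of IBMX positive control wells; some compounds called inactive have numbers as strong as hits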
Numbers without * were called inactive.

SMILES | FN deposition inh | GSIS activator
Cc1noc(C)c1NC(=O)N1C[C@@H](O)COC[C@H]2O[C@@H](CC(=O)N[C@H]3CCN(Cc4ccccc4)C3)CC[C@@H]21 | -1.9 | 6.5
COCCSc1ccccc1C(=O)N1CCN(Cc2ccc3c(c2)OCO3)CC1 | -6.1 | 2.9
CNC[C@H]1Oc2c(NC(C)=O)cccc2C(=O)N(C)C[C@H]1C | -9.0 | 4.2
COc1ccc2c3c(n(C)c2c1)[C@H](CO)N(C(=O)C1CCOCC1)CC31CCN(C(=O)c2ccncc2)CC1 | -1.6 | 4.6
Cn1nnnc1SCC(=O)NCC(=O)c1ccccc1 | 6.7 | 8.6
C[C@@H]1CN(C)C(=O)c2cc(NS(C)(=O)=O)ccc2O[C@@H]1CN(C)C | -3.7 | 8.3
CCOC(=O)N1CCN(Cc2c(F)cccc2Cl)CC1 | 0.5 | 10.5
COc1ccc(N2CCN(CCNC(=O)c3c(C)cc(=O)oc3C)CC2)cc1 | 3.2 | 21.5
C[C@H]1CC=CC[C@@H](c2ccccc2)NC(=O)[C@H](Cc2ccccc2)N(C)C(=O)c2ccccc2O1 (mixture of isomers) | -1.9 | -10.4
Cc1noc(C)c1NC(=O)N1C[C@@H](O)COC[C@@H]2O[C@@H](CC(=O)N[C@H]3CCN(Cc4ccccc4)C3)CC[C@H]21 | 1.6 | 1.7
COc1ccc(S(=O)(=O)N2CCOCC2)cc1C(=O)Nc1nc2ccccc2s1 | -4.8 | -41.2
O=C1[C@@H](Cc2ccc(F)cc2)CCn2cc(nn2)COC[C@H]2CCCN12 | -10.7 | 10.1
O=C1N[C@@H](Cc2ccccc2)COCc2cnnn2CC[C@@H]1Cc1ccc(-c2ccccc2)cc1 | 8.3 | 16.2
O=C(Cc1cccs1)N(c1ccc(Cl)cc1)C1C=CS(=O)(=O)C1 (configuration not stated) | 0.2 | 32.7
COc1ccc(-c2nnn(CC(=O)N(CC(=O)NC3CCCC3)Cc3cccs3)n2)cc1OC | -2.3 | 1.8
O=C(C[C@@H]1C[C@@H]2c3cc(NC(=O)NC4CCCC4)ccc3O[C@@H]2[C@H](CO)O1)NCc1cc(F)ccc1F | -11.8 | -5.9
CC[C@H]1CC=CC[C@@H](C)Oc2ccccc2C(=O)N(C)[C@H](C(C)C)C(=O)N1 (mixture of isomers) | -8.8 | -4.0
C[C@H]1CN(C)C(=O)c2cc(N)ccc2O[C@H]1CN(C)C | -6.9 | 5.7
CC(C)[C@H]1C(=O)N[C@@H](c2ccc3c(c2)OCO3)CC=CC[C@@H](C)Oc2ccccc2C(=O)N1C (mixture of isomers) | 13.5 | -16.7
COc1ccnc(Oc2ccccc2)c1C#N | 2.7 | 12.4
CC(=O)N(C)C[C@H]1Oc2ccc(N)cc2CC(=O)N(C)C[C@@H]1C | 1.6 | -4.9
Nn1c(SC/C=C/c2ccccc2)nnc1-c1ccco1 | -0.6 | 19.7
Cc1ccccc1-c1ccc(=O)n(CC(=O)Nc2ccc(N3CCOCC3)cc2)n1 | 1.8 | -7.7
C[C@H]1CN(C)C(=O)c2cc(N)ccc2O[C@@H]1CN(C)C | -8.4 | -8.4
CC(=O)Nc1ccc2c(c1)C(=O)N(C)C[C@H](C)[C@@H](CN(C)C)O2 | -5.8 | 11.5

Continued.
SMILES | FN deposition inh | GSIS activator
Cn1cnnc1SCC(=O)N(Cc1ccc2c(c1)OCO2)C1(C(=O)NC2CCCCC2)CCCC1 | 4.7 | -4.2
CN1CCC(N2CCCC(C(=O)O)C2)CC1 (configuration not stated) | 4.2 | 24.3
CC(C)NC(=O)N(C)C[C@@H]1Oc2ncccc2C(=O)N(C)C[C@H]1C | 0.2 | 11.5
C[C@@H]1CN(C)C(=O)c2cccc(N)c2O[C@@H]1CN(C)C(=O)OC(C)(C)C | -12.8 | 10.1
Cc1noc(C)c1NC(=O)N1C[C@H](O)COC[C@@H]2O[C@@H](CC(=O)N[C@H]3CCN(Cc4ccccc4)C3)CC[C@H]21 | -5.1 | 0.4
CC(C)[C@H]1C(=O)N[C@H](c2ccccc2)CC=CC[C@@H](C)Oc2ccccc2C(=O)N1C (mixture of isomers) | -3.6 | -14.6
Nc1cc(N)nc(SCc2cc(=O)oc3cc4c(cc23)CCC4)n1 | -1.7 | -1.9
Cc1noc(C)c1NC(=O)N1C[C@@H](O)COC[C@@H]2O[C@@H](CC(=O)N[C@@H]3CCN(Cc4ccccc4)C3)CC[C@H]21 | -4.2 | 4.6
CC(=O)N(C)C[C@@H]1Oc2ccc(NC(=O)NC(C)C)cc2C(=O)N(C)C[C@H]1C | 0.0 | 9.7
CCS(=O)(=O)CCSc1nc2ccccc2o1 | 6.0 | 31.8
CC(=O)N1[C@H](CO)[C@@H](c2ccccc2)C12CN(Cc1ccc(Cl)cc1)C2 | -5.5 | 3.8
CCCNC(=O)N1CCC2(CC1)CN(C(=O)CC1CC1)[C@H](CO)c1c2c2ccc(OC)cc2n1C | -2.1 | -0.2
O=C(Nc1ccc2c(c1)[C@@H]1C[C@H](CC(=O)N3CCCCC3)O[C@H](CO)[C@@H]1O2)NC1CCCCC1 | -1.1 | 7.0
CC1CCN(S(=O)(=O)c2ccc(S(=O)(=O)NCc3ccccc3)cc2)CC1 | -3.0 | 25.1
COc1ccc2c3c(n(C)c2c1)[C@@H](CO)N(C(=O)Nc1ccccc1F)CC31CN(C(=O)c2ccccc2F)C1 | 3.5 | -8.2
CCC(=O)N1[C@H](C#N)[C@H](c2ccccc2-c2ccccc2)[C@@H]1CO | -13.7 | 0.7
CC(C)[C@@H]1C(=O)N[C@H](c2cccc(Cl)c2)CC=CC[C@@H](C)Oc2ccccc2C(=O)N1C (mixture of isomers) | -8.2 | -25.4
Fc1ccc(CN2C3CN(CC(F)(F)F)CC2C3c2ccc(Br)cc2)cc1 (configuration not stated) | -5.8 | -44.4
Cc1nc2cc(NC(=O)N(C)c3ccc4ccccc4c3)ccc2o1 | -4.8 | 10.4
c1ccc2c(c1)OCC(c1csc3ncnc(N4CCOCC4)c13)O2 (configuration not stated) | -3.1 | 33.5
COc1ccc(N/N=C(/C)c2cnnc(-c3ccccc3)n2)cc1 | 6.2 | 31.8
C[C@@H]1CN([C@@H](C)CO)C(=O)Cc2cc(NC(=O)Cn3cnnn3)ccc2O[C@H]1CN(C)C(=O)Nc1cccc2ccccc12 | -0.2 | -9.8
CO[C@@H]1CN(C)C(=O)c2ccc(NC(C)=O)cc2OC[C@@H](C)N(CC2CCCCC2)C[C@H]1C | 0.1 | -8.1
O=C1OC(c2ccccc2)=C/C1=C/N1CCCCC1 | -5.4 | 3.5
COc1ccc([C@H]2CC=CC[C@H](C)Oc3ccccc3C(=O)N(C)[C@@H](C(C)C)C(=O)N2)c(OC)c1 (mixture of isomers) | 4.5 | -13.9

More records
SMILES | FN deposition inh | GSIS activator
Cc1cccc(NC(=O)c2cc3n(n2)C(C(F)(F)F)CC(c2ccc4c(c2)OCO4)N3)c1 (configuration not stated) | -5.1 | -16.4
O=C(CSc1nnnn1C1CCCC1)c1ccc2c(c1)OCCO2 | -3.9 | -10.0
COc1ccccc1CN(C)C[C@@H]1OCc2ccccc2-c2c(n(C)c3ccccc23)C(=O)N([C@H](C)CO)C[C@H]1C | 4.6 | 11.1
CCOCCCNC(=O)c1ccc(CS(=O)(=O)Cc2cccc(C)c2)o1 | 0.9 | -7.9
C[C@H]1CC=CC[C@H](c2ccccc2)NC(=O)[C@H](C)N(C)C(=O)c2ccccc2O1 (mixture of isomers) | -6.0 | -3.3
O=C(CCCn1c(=O)c2sccc2n(CC(=O)NCc2ccco2)c1=O)NCc1ccco1 | 2.4 | 2.1
Cc1ccc2[nH]c(C(=O)O)c(NC(=O)c3ccccc3[N+](=O)[O-])c2c1 | -3.4 | -0.6
Nn1c(SCC(=O)Nc2ccccc2F)nc2ccccc2c1=O | 1.4 | -15.5
COC(=O)CON1C(=O)c2ccccc2C1=O | -6.8 | 13.9
COc1ccc2c3c(n(C)c2c1)[C@@H](CO)N(Cc1nccs1)CC31CCN(CC2CCCC2)CC1 | 7.7 | -6.7
CC(=O)N(C)C[C@H]1Oc2c(N)cccc2C(=O)N(C)C[C@@H]1C | -0.5 | -14.1
Cc1noc(C)c1S(=O)(=O)N(C)C[C@H]1Oc2ccc(NC(=O)Nc3ccc4c(c3)OCO4)cc2C(=O)N([C@H](C)CO)C[C@@H]1C | -10.7 | -4.1
Cc1ccc(-c2nn3c(C)nnc3c3ccccc23)cc1S(=O)(=O)NCc1ccccc1 | -3.0 | -4.3
C[C@@H]1CN([C@H](C)CO)C(=O)c2ccccc2-c2ccccc2CO[C@@H]1CN(C)C(=O)C1CC1 | -12.0 | 11.2
C[C@H](CO)N1C[C@H](C)[C@H](CN(C)CC2CCCCC2)Oc2c(NC(=O)CCCCCC(=O)Nc3ccccc3N)cccc2C1=O | -1.1 | 22.3
Cc1ccc2cccc(S(=O)(=O)n3nc(C)cc3C)c2n1 | -2.3 | 16.3
COc1ccc(S(=O)(=O)N2CCN(C(=O)c3ccco3)CC2)cc1OC | 0.0 | 22.4
Cc1noc(C)c1CSc1cc(C)c2ccccc2n1 | -8.5 | 6.4
C=CCSc1ncccc1C(=O)O | 0.0 | 17.3
C[C@H]1CC(=O)NCC/C=C\C[C@@H](c2ccc3c(c2)OCO3)NC1=O | -3.3 | -6.7
CCSc1ccc2nnc(-c3cccc(F)c3)n2n1 | -3.3 | 15.0
Cc1cc(=O)oc(C)c1C(=O)NCc1ccccn1 | -6.7 | 7.7
CCS(=O)(=O)N1CC2(CCN(Cc3cccc(OC)c3)CC2)c2c([nH]c3cc(OC)ccc23)[C@@H]1CO | -12.6 | -7.2
CS(=O)(=O)Nc1ccc(S(=O)(=O)NCCc2ccccc2)cc1 | 12.9 | 14.5
CCC(C)(C)NC(=O)CN(C(=O)c1snc(C(N)=O)c1N)c1ccc2c(c1)OCCO2 | -7.3 | -10.8

Looked up by structure from the entries so far, four records:
SMILES | FN deposition inh | GSIS activator
CCS(=O)(=O)N1CC2(CCN(Cc3cccc(OC)c3)CC2)c2c([nH]c3cc(OC)ccc23)[C@@H]1CO | -12.6 | -7.2
CCC(C)(C)NC(=O)CN(C(=O)c1snc(C(N)=O)c1N)c1ccc2c(c1)OCCO2 | -7.3 | -10.8
C[C@@H]1CN([C@H](C)CO)C(=O)c2ccccc2-c2ccccc2CO[C@@H]1CN(C)C(=O)C1CC1 | -12.0 | 11.2
CC(=O)N(C)C[C@H]1Oc2c(N)cccc2C(=O)N(C)C[C@@H]1C | -0.5 | -14.1

Later entries
SMILES | FN deposition inh | GSIS activator
COc1ccccc1/C=C/C=N/n1c(-c2ccncc2)n[nH]c1=S | 6.1 | 3.0
CC1CCN(c2nnc(N)s2)CC1 | 6.6 | 12.1
C=CCn1c(N)c(-c2nc3ccccc3n2C)sc1=S | 1.0 | 3.5
Cc1cccc(N2CCCn3c2nc2c3c(=O)n(CC(=O)OCc3ccccc3)c(=O)n2C)c1 | 6.0 | -32.7
CC(=O)N(C)C[C@@H]1Oc2ccc(NS(C)(=O)=O)cc2C(=O)N(C)C[C@H]1C | 2.3 | 5.4
COC(=O)c1sc(S(=O)(=O)NCc2ccccc2)c(C(=O)OC)c1C | -0.6 | -3.7
O=C(Nc1ccc(Cl)cc1)N(Cc1cccnc1)Cc1ccco1 | -6.9 | 1.6
CC(C)[C@@H]1CCc2cnnn2COC[C@@H](Cc2ccccc2)NC1=O | -10.3 | 10.0
O=C1N[C@@H](c2ccccc2)COCc2cn(nn2)CC[C@H]1Cc1ccc(-c2ccccc2)cc1 | -10.4 | -3.7
O=C(NCc1ccc(Cl)cc1)C(=O)NCC1OCCN1C(=O)c1cccs1 (configuration not stated) | 4.9 | 3.8
CCCN1CCN(CCCNC(=O)Cn2nc(-c3ccccc3)ccc2=O)CC1 | 5.5 | 16.6
CC(=O)N/C(=C/c1ccc2c(c1)OCO2)C(=O)NCCO | -8.2 | 6.3
C[C@@H]1CN([C@@H](C)CO)C(=O)c2ccccc2-c2ccccc2CO[C@@H]1CN(C)C(=O)Nc1cccc(C(F)(F)F)c1 | -15.2 | 12.7
CCN1Cc2cc(C(=O)Nc3nccs3)nc(-c3cccc(C4=CCCC4)c3)c2[C@H]1CCO | -2.6 | 14.5
C[C@H]1CC=CC[C@@H](c2cccc(Cl)c2)NC(=O)[C@H](Cc2ccccc2)N(C)C(=O)c2ccccc2O1 (mixture of isomers) | 7.7 | -13.4
COc1ccc(NC(=O)c2cc(-c3cccnc3)nc3ccc(C)cc23)cc1OC | 0.5 | 10.8
CC(C)(C)N/N=C/c1c(O)n(-c2ccc(Cl)cn2)c(=O)c2ccccc12 | -0.2 | -5.6
CC(C)[C@@H]1COCc2cnnn2CCC[C@@H](C)C(=O)N1 | -6.6 | -1.4

At a glance, 6 of the compounds above.
SMILES | FN deposition inh | GSIS activator
COc1ccccc1/C=C/C=N/n1c(-c2ccncc2)n[nH]c1=S | 6.1 | 3.0
CC1CCN(c2nnc(N)s2)CC1 | 6.6 | 12.1
C=CCn1c(N)c(-c2nc3ccccc3n2C)sc1=S | 1.0 | 3.5
Cc1cccc(N2CCCn3c2nc2c3c(=O)n(CC(=O)OCc3ccccc3)c(=O)n2C)c1 | 6.0 | -32.7
CC(=O)N(C)C[C@@H]1Oc2ccc(NS(C)(=O)=O)cc2C(=O)N(C)C[C@H]1C | 2.3 | 5.4
COC(=O)c1sc(S(=O)(=O)NCc2ccccc2)c(C(=O)OC)c1C | -0.6 | -3.7

Only part of the results is shown, so the mix of outcomes need not match the whole.
